ATXN2 expr inh = inhibitors of ATXN2 expression | HEK-293 ATXN2-luciferase reporter, luminescence, 24 h | Potency, µM (top dose mostly 57 µM), for inactives: at the top dose activity change, negative = inhibition, usual class: inhibitors | 360,000 compounds, 0.72% hits | AID 1745845; also: potency is read from the fitted curve at half-maximal effect; % is scaled to controls: 0 for no effect and ±100 for the full control effect; nearly all actives have a fitted effect of over 55% in size
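qHTS (up to 57 uM final) was run with 24 h compound exposure of reporter cells at 37 °C. Each well was multiplexed: SteadyGlo luminescence measured ATXN2-luciferase expression after a fluorogenic Gly-Phe-AFC viability readout (25 uM final).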
KB-V1 MDR tox = kills drug-selected multidrug resistant KB-V1 cells; Potency, µM (doses to about 46.1 µM), inactives show top-dose activity change, negative = cytotoxicity, actives largely listed as cytotoxic; KB-V1 MDR cells viability, CellTiter-Glo, 72 h; AID 1347076; 400,000 compounds, 3.4% hits; also: potency is read from the fitted curve at half-maximal effect; % is scaled to controls: 0 for no effect and ±100 for the full control effect; nearly all actives have a fitted effect of over 60% in size
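KB-V1, DMEM (no phenol red) + 10% FBS; cpd pin-transferred, titration series; 72 h, 37 degrees C; CellTiter-Glo, luminescence. Data normalized, curve-fit.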
HT1080NT lethal = kills 2HG-producing HT-1080-NT fibrosarcoma cells; Potency, µM (doses to about 46.1 µM), without a hit: at the top dose activity, negative = less viability, most hits filed as cytotoxic; 360,000 compounds, 1.6% hits; HT-1080-NT fibrosarcoma viability, CellTiter-Glo ATP luminescence, 48 h;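 also: NT is the 2HG producing partner of a matched IDH1 knockdown line; potency is read from the fitted curve at half-maximal effect; 0% = DMSO-treated cells and -100% = media-only wells without cells; nearly all actives have a fitted effect of over 55% in size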
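750 cells/well, RPMI + 5% FBS; 2 h settle, compound pin-transfer, 48 h at 37 degrees C. CellTiter-Glo 10 min RT, luminescence. Normalized to DMSO and media-only wells.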
MCF10A rereplic = inducers of DNA re-replication in MCF 10A breast cells. Potency, µM (doses to about 46.1 µM), for the others: at the highest dose activity, positive = re-replication, most hits filed as activators. AID 624296. MCF 10A DNA re-replication, Hoechst nuclear intensity, 48 h. 350,000 compounds, 2.9% hits; also: potency is read from the fitted curve at half-maximal effect; % of control where 0% means no effect; nearly all actives have a fitted effect of over 50% in size
KB-3-1 tox = kills parental KB-3-1 adenocarcinoma cells; 400,000 compounds, 1.4% hits; Potency, µM (highest dose often 46.1 µM), for inactives: top-dose activity change, negative = cytotoxic, most hits filed as cytotoxic; KB-3-1 viability, CellTiter-Glo ATP luminescence, 72 h; also: potency is read from the fitted curve at half-maximal effect; % is scaled to controls: 0 for no effect and ±100 for the full control effect; nearly all actives have a fitted effect of over 60% in size
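Cytotoxicity measured as CellTiter-Glo luminescence after 72 h at 37 C. Compound titrations were pinned onto drug-naive KB-3-1 parental adenocarcinoma cells grown in DMEM with 10% FBS, and normalized data fitted to concentration-response curves.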
IL-1B inflam inh = inhibitors of inflammasome signaling (IL-1 beta secretion); AID 743279; THP-1 LPS/ATP IL-1B secretion, AlphaLISA, 16 h; stronger effect = lower value; activity change, % at 57.5 µM; 360,000 compounds, 4.7% hits; in the data active = activity change below about -50%; inconclusive = mostly about -30% to -49%; also: % is scaled to controls: 0 for no effect and ±100 for the full control effect
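Secreted IL-1B measured by AlphaLISA bead assay after 16 h compound exposure of THP-1 cells; compounds (final up to 57.5 uM) added 1 h before LPS (250 ng/mL) and ATP (1.25 mM) stimulation; lower signal means less secretion.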
HT1080 IDH1KD tx = toxicity to HT-1080 IDH1 knockdown cells (counter line). Potency, µM (top dose mostly 46.1 µM), without a hit: at the highest dose activity, negative = toxicity, usual class: cytotoxic. HT-1080 IDH1 knockdown viability, ATP luminescence, 48 h. 360,000 compounds, 2% hits. AID 686971;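 also: potency is read from the fitted curve at half-maximal effect; 0% = DMSO wells and -100% = cell-free medium wells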
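Viability of IDH1-knockdown HT-1080 fibrosarcoma cells was assessed by CellTiter-Glo after 48 h at 37 °C with titrated compound; concentration-effect curves were classified by fit quality and response size.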
ATXN viability = viability counter-screen for ATXN expression inhibitors; AID 651635; 400,000 compounds, 0.49% hits; S2 cells (HEK-293 line with an ATXN2-luciferase reporter) viability, CellTiter-Fluor protease fluorescence, 24 h; Potency, µM (doses to about 56.7 µM), usual class: cytotoxic; also: potency is read from the fitted curve at half-maximal effect; nearly all actives have a fitted effect of over 40% in size
SW480 rereplic = induces DNA re-replication in SW480 colon adenocarcinoma cells | SW480 DNA re-replication, Hoechst DNA content imaging, 48 h | Potency, µM (titrated, usually from 46.1 µM), without a hit: at the top dose re-replication activation, most hits filed as activators | 340,000 compounds, 1.8% hits | AID 624297; also: potency is read from the fitted curve at half-maximal effect; % of control where 0% means no effect; nearly all actives have a fitted effect of over 55% in size
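250 cells/well; 23 nL cpd via pin tool; 48 hr, 37 C, 5% CO2; Hoechst 40 min; imager read of total nuclear intensity, ex 405/em 500-530 nm.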
* hit, by the source's call; i = inactive; ? = inconclusive; / = not tested or not shown; & = joins results of further samples; [ ] = remark or other dose. Unless noted, calls follow the shape of the dose curve; as a rule, active = well fitted curve in the direction sought with a large enough effect; inconclusive = small, poorly fitted or top-dose-only effect, or another doubt; inactive = no such curve, though single readings can be large; an effect the other way counts as inactive or inconclusive.

SMILES	ATXN2 expr inh	KB-V1 MDR tox	HT1080NT lethal	MCF10A rereplic	KB-3-1 tox	IL-1B inflam inh	HT1080 IDH1KD tx	ATXN viability	SW480 rereplic
CSc1ccc(CCNC(=O)CN2C(=O)c3cccnc3Oc3ccc(C)cc32)cc1	-8%	-15%&-4%	-13%	?	-7%&1%	-18	-18%	i	?
Cc1cccc(N(C(=O)CCC(=O)Nc2cccnc2)C(C(=O)NC2CCCC2)c2ccncc2)c1 (stereo not drawn)	2%	10%	3%	-4%	2%	0	11%	i	0%[9.22 µM]
O=C(O)c1ccc(S(=O)(=O)c2ccc3c(c2)C(=O)N(NC(=O)c2ccc(O)cc2)C3=O)cc1	-10%	-1%	4%	1%	-5%	17	4%	i	-3%
CC(C)(C)c1cc(C(=O)NCc2cccnc2)ccn1	1%	0%	-1%	-1%	0%	0	-11%	i	-10%
O=C(CCNC(=O)c1ccco1)NCc1ccccc1	10%	0%	-4%	0%	13%	-11	2%	i	-11%
COc1ccccc1NS(=O)(=O)c1cccc(C(=O)N/N=C/c2ccc(N3CCOCC3)cc2)c1	-9%	-11%	-14%	11%	?	-7	-27%	i	-4%
Nc1nc(SCC(=O)Nc2ccc(Cl)cc2)[nH]c(=O)c1-c1ccccc1	18%	-2%	-21%	1%[9.22 µM]	-4%	2	-18%	i	-5%
CN(c1ccccc1C(=O)Nc1ccc2c(c1)OCO2)S(C)(=O)=O	5%	-21%	?	-6%	12%	15	-1%	i	-3%
CC1(C(=O)Nc2ccc3c(c2)OCCO3)CN(S(C)(=O)=O)CC(=O)N1CCc1ccccc1 (stereo not drawn)	/	-19%	-7%	/	-9%	-23	-9%	/	/
CCc1nnc(NS(=O)(=O)c2ccc(NC(=O)c3ccccc3C)cc2)s1	/	10%	-1%	-1%	1%	30	-4%	i	0%
CC(=O)c1c(N)[nH]c(-c2ccccc2)nc1=S	9%	6%	-3%	2%	-1%	13	-16%	i	1%
C=CCn1c(CCNC(=O)c2cccs2)nnc1SCC(=O)Nc1cccc(F)c1	5%	5%	26%	-4%	10%	25	1%	i	0%
O=C(c1cncc(Br)c1)N1CCN(c2ccc([N+](=O)[O-])cc2)CC1	?	-19%	-10%	-1%	-3%	-27	-5%	i	1%
S=C(NCc1ccccc1)Nc1cccc(Cl)c1	9%	15%	-1%	-3%	6%	?	-2%	i	-6%
O=C(CSc1nc(=O)n(CCCN2CCOCC2)c2c1CCCC2)Nc1ccc(F)c(F)c1	2%	-7%	0%	6%	-11%	?	6%	i	-5%
COc1ccc(/C=C(/NC(=O)c2ccc(OC)c(OC)c2)C(=O)NCCc2c[nH]c3ccccc23)cc1	3%	?	2%	?	1%	-6	2%	?	2%
O=C(CCCl)N1CCN(c2nc(-c3ccccc3)cs2)CC1	/	-11%	11%	?	-4%	0	0%	i	14%
CNC(=O)COC(=O)c1cc2c(C)nn(-c3ccc(F)cc3)c2s1	-1%	?	7%	0%	-7%	-5	-3%	i	-4%
O=C(O)c1ccc(NS(=O)(=O)c2ccc(Cl)c(C(=O)Nc3ccccc3[N+](=O)[O-])c2)cc1	-20%	0%	8%	-1%	7%	9	5%	i	-10%
CC(=C/c1ccccc1)/C=N/NC(=O)CSc1nc(C)cc(C)n1	-18%	-2%	-2%	-2%	12%	17	0%	i	0%
CCOc1ccc(/C=C(\C)C(=O)c2c(C)cc(C)[nH]c2=O)cc1	/	-6%	4%	-1%	-1%	-16	0%	?	-2%
COc1ccc2[nH]c3c(c2c1)CCN1C(=O)C(CC(=O)NCCC2=CCCCC2)C[C@H](C(=O)N2CCCCC2)[C@@]31CCc1ccccc1 (stereo partly drawn)	3%	?	9%	-3%	-12%	6	5%	i	-1%
CCn1cc(SCC(=O)N2CCOCC2)c2ccccc21	46%[activator]	4%	0%	2%	1%	-3	0%	i	0%
Cc1ccc2nc(-c3cccc(NC(=O)c4ccco4)c3)[nH]c2c1	47%[activator]	?	?	25%	?	1	?	i	0%
Cn1c(=O)n(C)c2cc(NS(=O)(=O)c3ccccc3)ccc21	65%[activator]	-4%	-17%	0%	-23%	-8	-19%	i	-13%
COC(=O)C(NS(=O)(=O)c1ccc(C)cc1)c1ccccc1 (stereo not drawn)	1%	-3%	-5%	-2%	-6%	0	-2%	i	2%
COc1ccccc1CCNC(=O)C(=O)NCC1OCCN1S(=O)(=O)c1cccs1 (stereo not drawn)	0%	/	0%	3%	/	-9	-9%	i	19%
CCN(CC)C(=S)SCC(=O)c1ccccc1	66%[activator]	-1%	1%	15%	-16%	-9	-13%	i	?
O=C(CSCc1ccc(Cl)cc1)Nc1cccc(C(=O)Nc2ccccc2C(=O)O)c1	3%	16%	-25%	?	-2%	13	?	i	-4%
CC(C)c1ccc(/C=C/C(=O)N2CCOCC2)cc1	46%[activator]	-22%	10%	?	-2%	-13	6%	i	1%
COc1ccc(NC2CC(=O)N(C(C)C)C2=O)cc1 (stereo not drawn)	73%[activator]	5%	-1%	-7%	1%	19	16%	i	1%
CC(C(=O)Nc1sc2c(c1C#N)CCCCC2)N1C(=O)c2ccccc2C1=O (stereo not drawn)	-2%	0%	-2%	20%	15%	15	1%	i	7%
COCCNC(=O)CCc1nnc(Cc2ccc(-c3ccccc3)cc2)o1	/	8%	0%	-1%	-8%	78	0%	i	-9%
O=C(c1noc2c1CCc1ccccc1-2)N1CCOCC1	41%[activator]	16µM*	2%	-9%	1%	-14	-20%	i	-10%
CCOc1ccc(S(=O)(=O)N2CCN(C)CC2)cc1NC(=O)c1ccccc1F	-27%	?	-8%	-4%	?	/	2%	/	3%
O=C(CCNC(=O)c1ccccc1Cl)Nc1ccc(S(=O)(=O)Nc2ncccn2)cc1	-15%	0%	7%	-1%	5%	10	17%	i	-4%
CCc1ccc(CNC(=O)c2cc(-c3ccc(Cl)s3)nc3ccccc23)cc1	5%	?	/	/	7%	/	/	i	/
COc1ccccc1N1CCN(C(=O)C2CCN(S(=O)(=O)N3CCOCC3)CC2)CC1	-3%	18%	1%	-2%	7%	2	0%	i	-4%
Cc1occc1-c1nnc(SCCCC(=O)c2ccc(F)cc2)n1C	-17%	?	-4%	2%	-25%	-30	-1%	i	3%
O=C(NC1CC1)C1=C[C@@H](C2CCCCC2)C[C@@H](OCCCCO)O1	4%	-29%	11%	23%	-8%	13	1%	i	0%
CC1=NN(c2ccccc2)C(=O)/C1=C/c1c(O)n(-c2ccc(F)cc2)[nH]c1=O	7%	7.3µM*	-8%	-11%	21µM*	-29	2%	i	?
NS(=O)(=O)c1ccc(NC(=O)COC(=O)c2ncc(Cl)c(Cl)c2Cl)cc1	-26%	19%	-5%	-3%	2%	-62*	-6%	?	-4%
CC(C)(CCO)NC(=S)NC1CC2C=CC1C2 (stereo not drawn)	-1%	-3%	15%	-16%	2%	/	12%	i	-56%[inhibitor]
C=CCNC(=O)CC(C)C(CCCCC)C(=O)O (stereo not drawn)	-6%	43%	11%	21%	27%	20	11%	i	-1%
COc1ccc(C2(O)CC3CCC(C2)N3c2cc(C)nc(-c3ccccc3)n2)cc1 (stereo not drawn)	-32%	?	?	-1%	-2%	?	?	i	3%
Cc1ccc(C(=O)NCCN2C3=NC[C@H](Cc4ccc(O)cc4)N3C[C@H]2Cc2ccc(O)cc2)cc1Br	10%	15%	2%	8%	2%	3	2%	i	-56%[inhibitor][9.22 µM]
O=c1c2ccccc2c(C=Nc2ccccc2O)c(O)n1-c1nccs1	/	-10%	?	14%	20%	-29	5%	?	0%
Nc1nnc(SCCCC(=O)c2ccc(F)cc2)s1	35%[activator]	-12%	4%	11%	0%	33	-1%	i	-1%
CC1CN(CCOc2ccc(Cl)c(Cl)c2)CC(C)O1 (stereo not drawn)	0%	-2%	11%	15%	-1%	15	8%	i	1%
CCCCS(=O)(=O)Nc1ccc2c(c1)ncn2C1CCCCC1	3%	?	8%	23µM*	-15%	-5	8%	i	3%
CCOC(=O)N1CCN(C(=O)/C=C/c2ccc(OC)c(OC)c2)CC1	-6%	-15%	17%	-2%	2%	6	-1%	i	?
COc1cc(NS(=O)(=O)c2ccc(NC(=S)NC(=O)c3ccco3)cc2)ncn1	-9%	10%	5%	5%	0%	7	-1%	i	4%
COc1ccc(Cc2nnc(NC(=O)CS(=O)(=O)c3ccccc3)s2)cc1OC	-7%	3%	-1%	1%	4%	30	10%	i	76%
CCN1C(=O)[C@H]2[C@@H](c3ccc(OC)cc3)N[C@]3(CCCN(CC4CCCCC4)C3=O)[C@H]2C1=O	13%	-3%	5%	/	22%	20	-8%	i	/
Cn1c(N)c(-c2nc3cccnc3n2C)sc1=S	/	-4%	1%	-1%	10%	15	8%	i	1%
CCCCn1c(N)c(N(CCOC)C(=O)c2ccc(N3C(=O)c4ccccc4C3=O)cc2)c(=O)[nH]c1=O	3%	18%	-5%	-6%	16%	13	9%	i	-10%
O=C(O)/C=C/C(=O)Nc1ccc(SC(F)(F)F)cc1	-3%	11%	-3%	25%	11%	-15	-6%	i	0%
CCCCn1c(SCC(=O)N2CCCCC2C)nc2cc(S(N)(=O)=O)ccc21 (stereo not drawn)	-4%	?	7%	-7%	-3%	-13	7%	i	6%
COc1ccccc1C(=O)COC(=O)c1ccc(N(C)C)cc1	68%[activator]	?	0%	15%	-11%	-11	-2%	i	1%
CS(=O)(=O)c1ccccc1-c1nnc(NC(=O)C2=COCCO2)o1	0%	13%	3%	3%	17%	8	4%	i	2%

Screening data (PubChem)
